Compound activity as filed in PubChem.
RGS4 inhibitor = blocks human RGS4-accelerated GTP hydrolysis | Transcreener GDP fluorescence polarization, RGS4-accelerated GTP hydrolysis | 0.039% of 390,000 active | AID 504845 | Potency, µM (series often up to 114 µM), without a hit: top-dose activity change, negative = inhibition, hits mostly inhibitors; further: on the % scale 0 is the no-effect control and ±100 the full control effect; nearly all actives have a fitted effect of over 75% in size; some results filed as inactive show a strong effect at the top dose
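MLSMR compounds (23 nl, pin-transferred) preincubated 10 min at room temperature with a 500nM (2x) first reagent, then RGS4 at 900nM (2x) plus Transcreener GDP mix added; fluorescence polarization (620/688 nm) read before and after 90 min at 30 °C.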
USP1 inh = inhibitors of human USP1/UAF1 deubiquitinase | O94782 | recombinant USP1/UAF1, Ub-Rhodamine cleavage fluorescence | Potency, µM (doses to about 57.1 µM), without a hit: top-dose activity change, negative = inhibition, hits mostly inhibitors | 0.23% of 390,000 active; further: on the % scale 0 is the no-effect control and ±100 the full control effect; nearly all actives have a fitted effect of over 60% in size; inactives centre near -12
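1 nM enzyme complex + cpd, 15 min RT; start with Ub-Rho 150nM final; kinetic fluorescence ex 480/em 540, 6 reads q60 s. Buffer 50mM HEPES pH 7.8, 0.5mM EDTA, 0.1 mg/ml BSA, 1mM TCEP, 0.01% Tween-20.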
IDH1 R132H inh = inhibitors of human mutant IDH1 R132H; AID 602179; IDH1-R132H enzyme, NADPH consumption, diaphorase/resazurin fluorescence; O75874; Potency, µM (series often up to 76.6 µM), for the others: at the top dose activity change, negative = inhibition, usual class: inhibitors; 0.093% of 390,000 active; further: on the % scale 0 is the no-effect control and ±100 the full control effect; nearly all actives have a fitted effect of over 65% in size
Target sequence (O75874 whole entry R132H, stated change not applied): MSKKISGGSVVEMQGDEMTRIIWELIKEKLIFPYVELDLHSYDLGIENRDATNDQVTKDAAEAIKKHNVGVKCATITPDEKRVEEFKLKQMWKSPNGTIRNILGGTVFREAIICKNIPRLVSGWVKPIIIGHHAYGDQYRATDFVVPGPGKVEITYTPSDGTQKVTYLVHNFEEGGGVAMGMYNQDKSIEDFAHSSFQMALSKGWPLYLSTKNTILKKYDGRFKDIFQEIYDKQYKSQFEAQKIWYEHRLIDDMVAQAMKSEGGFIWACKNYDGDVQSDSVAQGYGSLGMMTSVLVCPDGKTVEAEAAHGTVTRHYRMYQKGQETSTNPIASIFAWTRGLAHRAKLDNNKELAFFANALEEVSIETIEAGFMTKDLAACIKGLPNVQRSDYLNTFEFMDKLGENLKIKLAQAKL
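IDH1-R132H (0.5 ug/mL) preincubated 30 min with compound, then NADPH (0.016 mM) and alpha-KG (2 mM) added; 80 min at RT, pH 7.5. Remaining NADPH coupled via diaphorase/resazurin to fluorescence (540/590 nm); concentration-response curves normalized to no-enzyme control.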
ALOX12 inh = inhibitors of human 12S-lipoxygenase ALOX12 | P18054 | purified 12hLO, xylenol orange hydroperoxide absorbance | Potency, µM (titrated, usually from 108 µM), inactives show at the top dose activity change, negative = inhibition, usual class: inhibitors | 1.1% of 580,000 active | AID 1671190; further: on the % scale 0 is the no-effect control and ±100 the full control effect
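Hydroperoxide product was detected by ferrous iron/xylenol orange as the 573 to 405 nm absorbance ratio. Arachidonic acid at 40 uM (final) was turned over for 30 min at room temperature by 150 nM human 12hLO, pH 7.0 Hepes buffer, after 15 min compound preincubation.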
TrxR1 inh = rat TrxR1 inhibition. 1% of 390,000 active. O89049. recombinant rTrxR1, NADPH fluorescence consumption, selenite substrate. Potency, µM (series often up to 114 µM), for the others: at the top dose activity change, negative = inhibition, actives largely listed as inhibitors; further: on the % scale 0 is the no-effect control and ±100 the full control effect; nearly all actives have a fitted effect of over 65% in size
Target sequence (O89049 whole entry, looked up): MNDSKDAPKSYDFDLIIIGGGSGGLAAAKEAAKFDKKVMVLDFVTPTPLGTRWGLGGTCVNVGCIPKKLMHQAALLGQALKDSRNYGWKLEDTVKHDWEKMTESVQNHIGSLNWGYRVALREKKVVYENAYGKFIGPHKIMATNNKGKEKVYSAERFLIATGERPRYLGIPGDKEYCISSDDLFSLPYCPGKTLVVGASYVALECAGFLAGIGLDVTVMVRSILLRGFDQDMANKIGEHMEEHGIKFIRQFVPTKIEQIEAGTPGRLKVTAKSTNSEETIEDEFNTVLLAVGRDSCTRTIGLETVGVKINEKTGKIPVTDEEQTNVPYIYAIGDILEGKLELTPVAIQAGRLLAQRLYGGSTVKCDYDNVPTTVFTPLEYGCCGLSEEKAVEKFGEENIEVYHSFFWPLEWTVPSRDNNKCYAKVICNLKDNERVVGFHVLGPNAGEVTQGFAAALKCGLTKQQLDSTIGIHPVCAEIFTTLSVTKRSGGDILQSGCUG
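Rat TrxR1 (90 nM in the dispensed reagent) was pre-reduced with 400 uM NADPH for 5 min at room temperature, then incubated with compound for 15 min. After 400 uM selenite was added, NADPH fluorescence (Ex 340/Em 450 nm) was followed for 8 min.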
TrxR1 substrate = substrates of rat thioredoxin reductase 1. 0.01% of 390,000 active. O89049. Potency, µM (series often up to 114 µM), without a hit: at the top dose activity change, negative = substrate turnover. purified TrxR1 substrate turnover, NADPH consumption readout. AID 588456; further: on the % scale 0 is the no-effect control and ±100 the full control effect; nearly all actives have a fitted effect of over 50% in size
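Rat TrxR1, dispensed at 90 nM, was prereduced with 400 uM NADPH (final) for 5 min at ~22 deg C, then incubated with compound 15 min before 400 uM selenite. A first-read NADPH fluorescence drop versus no-compound background flagged substrates.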
RXFP1 ag = activates the human relaxin receptor RXFP1 | 0.3% of 370,000 active | HEK293T-RXFP1 cAMP TR-FRET, 30 min; response scale: percent of porcine relaxin response, buffer zero | Potency, µM (doses to about 57.5 µM), for the others: at the highest dose activation, most hits filed as activators; further: on the % scale 0 is the no-effect control and ±100 the full control effect; nearly all actives have a fitted effect of over 60% in size; many of its hits are not listed in these tables
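HEK293T cells stably expressing RXFP1 were pretreated with the PDE4 inhibitor Ro 20174, exposed to compounds for 30 min at 37C, lysed, and cAMP was read by TR-FRET. Data normalized to buffer (basal) and 29 nM porcine relaxin (100%).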
Vif-APOBEC3G blk = inhibitors of Vif-APOBEC3G interaction. 0.076% of 410,000 active. Potency, µM (titrated, usually from 46.1 µM), for inactives: at the top dose activity, negative = active, most hits filed as inhibitors. AID 602310. Q9HC16. HeLa A3G-eYFP + Vif (tagged APOBEC3G with the HIV-1 protein that degrades it), YFP fluorescence, overnight;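 further: on the % scale 0 is the no-effect control and ±100 the full control effect; nearly all actives have a fitted effect of over 60% in size; hits raise eYFP signal because A3G escapes Vif-driven loss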
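HeLa cells stably expressing Vif and C-terminally eYFP-tagged A3G, seeded overnight at 37 deg C, then exposed to compound by pintool overnight at 37 deg C. Rise in yellow fluorescence (Ex 488/Em 500-530, Acumen) marks blocked Vif-driven A3G degradation.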
Vif-A3F inh = Vif-A3F binding inhibition | HeLa A3F-eYFP + Vif (tagged APOBEC3F with the HIV-1 protein that degrades it), YFP fluorescence increase | Potency, µM (doses to about 46.1 µM), for the others: at the top dose activity, negative = active | 0.2% of 390,000 active | AID 602313; further: % of control where 0% means no effect; nearly all actives have a fitted effect of over 65% in size
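Fluorescence increase (Ex 488/Em 500-530) after overnight compound treatment at 37 deg C flags inhibition of Vif-driven A3F-eYFP loss in stable HeLa A3F-eYFP/Vif cells seeded overnight beforehand.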
* hit, by the source's call; ? = inconclusive; / = not tested or not shown; & = joins results of further samples; [ ] = another dose, or the depositor's remark. The call rests on the fitted dose curve; in most records, active means well fitted curve in the direction sought with a large enough effect; inconclusive means small, poorly fitted or top-dose-only effect, or another doubt; inactive means no such curve, though single readings can be large; an effect the other way counts as inactive or inconclusive. Potency means the concentration at half of the fitted maximal effect.

Second line of a record: RGS4 inhibitor	USP1 inh	IDH1 R132H inh	ALOX12 inh	TrxR1 inh	TrxR1 substrate	RXFP1 ag	Vif-APOBEC3G blk	Vif-A3F inh
[1] CCOC(=O)c1ccc(NC(=S)NCCCN2CCOCC2)cc1
→ -21%	-19%	-5%	0%	-6%	-1%	0.3%	1%	0%
[2] O=C(Nc1ccc(SC(F)F)cc1)c1cccc2nc3ccccc3nc12
→ 4%	-1%	7%	0%	23%	5%	-1.1%	0%	3%
[3] CC(=O)c1ccc(NC(=O)c2ccc([N+](=O)[O-])o2)cc1
→ -24%	-14%	6%	5%	-22%	-9%	3.0%	-19%	7%
[4] COc1ccc(OCCOC(=O)CNC(=O)c2cccc(C)c2)cc1
→ -26%	0%	2%	-15%	10%	-1%	-0.5%	0%	-12%
[5] CCS(=O)(=O)n1nc(-c2cccnc2)nc1NCc1ccc(F)cc1
→ -4%	-20%	-5%	-2%	23%	3%	-0.4%	-1%	8%
[6] Cc1cccc(C)c1OCCOC(=O)c1n[nH]c2ccccc12
→ 4%	-24%	-5%	-3%	-7%	-8%	2.4%	3%	-1%
[7] Cc1ccccc1N/N=C/c1sc(=O)n(Cc2cccc(C(=O)O)c2)c1Cl
→ ?	-30%	-9%	?	50µM*	1%	-2.4%	-8%	-1%
[8] C=C(c1ccc(O)cc1)c1ccc(O)cc1
→ 34%	-2%	5%	?	15%[57.1 µM]	18%[57.1 µM]	-1.5%	?	-7%
[9] CCOc1cccc(CN2CCC(n3nccc3NC(=O)C3CC3)CC2)c1O
→ 16%	-18%	7%	0%	-23%	2%	0.3%	0%	2%
[10] CCCn1ncc(CN2CCC(n3nccc3NC(=O)c3ccccc3Cl)CC2)c1C
→ -2%	2%	-2%	10%	-1%	-5%	-0.2%	1%	-15%

An excerpt of these results, in transposed form:
1) CCOC(=O)c1ccc(NC(=S)NCCCN2CCOCC2)cc1
2) O=C(Nc1ccc(SC(F)F)cc1)c1cccc2nc3ccccc3nc12
3) CC(=O)c1ccc(NC(=O)c2ccc([N+](=O)[O-])o2)cc1
4) COc1ccc(OCCOC(=O)CNC(=O)c2cccc(C)c2)cc1
5) CCS(=O)(=O)n1nc(-c2cccnc2)nc1NCc1ccc(F)cc1
6) Cc1cccc(C)c1OCCOC(=O)c1n[nH]c2ccccc12
7) Cc1ccccc1N/N=C/c1sc(=O)n(Cc2cccc(C(=O)O)c2)c1Cl

compound no. | 1 | 2 | 3 | 4 | 5 | 6 | 7
RGS4 inhibitor | -21% | 4% | -24% | -26% | -4% | 4% | ?
USP1 inh | -19% | -1% | -14% | 0% | -20% | -24% | -30%
IDH1 R132H inh | -5% | 7% | 6% | 2% | -5% | -5% | -9%
ALOX12 inh | 0% | 0% | 5% | -15% | -2% | -3% | ?
TrxR1 inh | -6% | 23% | -22% | 10% | 23% | -7% | 50µM*
TrxR1 substrate | -1% | 5% | -9% | -1% | 3% | -8% | 1%
RXFP1 ag | 0.3% | -1.1% | 3.0% | -0.5% | -0.4% | 2.4% | -2.4%
Vif-APOBEC3G blk | 1% | 0% | -19% | 0% | -1% | 3% | -8%
Vif-A3F inh | 0% | 3% | 7% | -12% | 8% | -1% | -1%

Continued:
Second line of a record: RGS4 inhibitor	USP1 inh	IDH1 R132H inh	ALOX12 inh	TrxR1 inh	TrxR1 substrate	RXFP1 ag	Vif-APOBEC3G blk	Vif-A3F inh
[11] O=C(CN1C(=O)CCSc2ccccc21)NC1CCCCC1
→ -17%	-18%	11%	0%	34%	7%	2.5%	1%	-10%
[12] CCOc1ccccc1N1CN(C2CCCCC2)CNC1=S
→ 0%	-8%	-1%	?	-4%	0%	0.1%	0%	0%
[13] O=C(COC(=O)Cc1n[nH]c(=O)c2ccccc12)Nc1ccc(Cl)cc1F
→ -6%	-19%	0%	-11%	32%	8%	0.5%	2%	10%
[14] CCC1CCCCN1C(=O)CN1C(=O)c2ccccc2S1(=O)=O (stereo not given)
→ 16%	-4%	-15%	9%	2%[57.1 µM]	0%[57.1 µM]	-0.2%	0%	-10%
[15] FC(F)(F)C1=NNC(c2ccc3ccccc3c2)=NN1
→ /	-12%	0%	-20%	/	/	/	?	-3%
[16] CCS(=O)(=O)Nc1cccc(C2=NN(S(=O)(=O)c3ccc(C)cc3)C(c3cccs3)C2)c1 (stereo not given)
→ -2%	-4%	-4%	0%	2%	-4%	0.1%	-3%	?
[17] Cc1nn(Cc2ccccc2)c(C)c1NC(=O)c1cc(-c2cccs2)on1
→ -25%	-11%	7%	-11%	1%	6%	1.1%	1%	-10%
[18] CCCN(C(=O)c1ccco1)c1nnc(-c2ccccc2C)s1
→ -26%	-9%	9%	-1%	20%	2%	0.9%	-5%	3%
[19] O=C(O)c1cc([N+](=O)[O-])c(N2CCCC2)c([N+](=O)[O-])c1
→ -5%	-23%	7%	?	-12%	-15%	-1.1%	0%	-9%
[20] CCOc1nc(-c2ccccc2)ccc1-c1noc(-c2cccnc2)n1
→ 26%	-13%	1%	14%	41%	29%	/	-1%	?

(list continues)
Assay codes – A = RGS4 inhibitor; B = USP1 inh; C = IDH1 R132H inh; D = ALOX12 inh; E = TrxR1 inh; F = TrxR1 substrate; G = RXFP1 ag; H = Vif-APOBEC3G blk; I = Vif-A3F inh
[21] Cc1cc(C)n(C(=O)/C(C#N)=C/N(C)C)n1
  A: 8%; B: -9%; C: 16%; D: 0%; E: 3%; F: -3%; G: 1.6%; H: -16%; I: -2%
[22] COc1ccc(S(=O)(=O)Nc2ccc3c(c2)C(=O)N([C@H](C)CO)C[C@@H](C)[C@@H](CN(C)S(=O)(=O)c2ccc(Cl)cc2)O3)cc1
  A: -3%; B: -30%; C: 3%; D: ?; E: 1%; F: 3%; G: /; H: 1%; I: 10%
[23] Cn1c(=O)c2cn(-c3cccc4ccccc34)cc2n(C)c1=O
  A: -18%; B: -24%; C: 10%; D: -1%; E: -9%; F: 3%; G: 0.4%; H: -5%; I: 9%
[24] CC(=O)c1ccc(S(=O)(=O)N(C)C(C)CCc2ccco2)cc1 (stereo not given)
  A: -39%; B: -22%; C: 3%; D: 2%; E: 1%; F: 0%; G: 4.4%; H: -1%; I: -2%
[25] CC1OC(Oc2c(-c3cc(O)c(O)c(O)c3)oc3cc(O)cc(O)c3c2=O)C(O)C(O)C1O (stereo not given)
  A: -31%; B: -25%; C: 0%; D: ?; E: -12%; F: -5%; G: 3.9%; H: 0%; I: 4%
[26] COc1ccc2c(c1)SCC/C2=C\CN1C(=O)CCC1=O
  A: ?; B: -9%; C: 5%; D: -18%; E: 12%; F: 8%; G: 1.5%; H: 1%; I: 0%
[27] Cc1cccc(NC(=O)c2sc3ncnc(N(C)C4CCCCC4)c3c2C)c1C
  A: 1%; B: -20%; C: 5%; D: -24%; E: 8%[57.1 µM]; F: 2%[57.1 µM]; G: ?; H: 0%; I: 2%
[28] COc1ccc(/C=N\NC(=O)COc2ccc(Cl)cc2Cl)c(C(=O)O)c1OC
  A: -1%; B: -20%; C: 2%; D: 9%; E: -1%[57.1 µM]; F: 8%[57.1 µM]; G: -0.5%; H: -1%; I: 4%
[29] CCOC(=O)c1cccc(NC(=O)C2COc3ccc(OC)cc3C2)c1 (stereo not given)
  A: -6%; B: -34%; C: -1%; D: -1%; E: 15%[57.1 µM]; F: -1%[57.1 µM]; G: -1.8%; H: 0%; I: -3%
[30] COc1ccc(N2CCN(C(=O)Cc3coc4ccc(C)cc34)CC2)cc1
  A: -16%; B: -19%; C: 0%; D: -21%; E: 15%; F: 5%; G: -2.4%; H: 0%; I: 1%
[31] CN1CCN(C(=O)c2cc3c(ccc4ccccc43)oc2=O)CC1
  A: -1%; B: -10%; C: 4%; D: -22%; E: ?; F: 281%[activator]; G: 2.2%; H: 4%; I: 7%
[32] Cc1cc(-n2nc3ccccc3n2)c(O)c([N+](=O)[O-])c1
  A: 4%; B: -5%; C: 0%; D: ?; E: 9%[57.1 µM]; F: -11%; G: -0.6%; H: 1%; I: 6%
[33] Cc1nn(Cc2c(F)c(F)c(F)c(F)c2F)c(C)c1NC(=O)c1ccc(COc2cc(Cl)ccc2Cl)cc1
  A: -3%; B: 9%; C: 10%; D: -17%; E: 23%; F: 5%; G: 0.9%; H: 0%; I: -12%
[34] O=C(CCSCc1ccc(Cl)cc1)NCCc1ccccc1
  A: 25%&9%; B: -4%&-6%; C: 10%&-3%; D: -9%&6%; E: 37%[activator][57.1 µM]; F: 11%[57.1 µM]; G: -1.5%&0.0%; H: 1%&0%; I: 0%&0%
[35] COc1ccccc1C(=O)NCCC(=O)N1CCN(S(=O)(=O)c2cccc(Cl)c2)CC1
  A: -12%; B: -24%; C: -5%; D: -9%; E: 29%; F: 2%; G: -2.3%; H: 0%; I: 1%
[36] COc1ccccc1-c1ccc(SCc2ccc(C)cc2)nn1
  A: 25%; B: -29%; C: 8%; D: 7%; E: 25%[57.1 µM]; F: 8%[57.1 µM]; G: 2.1%; H: 4%; I: 0%

This is a subset (hit frequency here may not be typical).
